TbMetRS inhib: T. brucei MetRS inhibitors, primary screen, biochemical, luminescence; methionyl-tRNA synthetase (Trypanosoma brucei brucei); hit rate 0.4% among 360,000; AID 624268, 2012; inhibition, % at 11.9 µM; purified T. brucei MetRS, ATP depletion, Kinase-Glo luminescence;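 active = inhibition above a per-plate cutoff of the control wells' mean inhibition plus 3 SD, cut at about 5.5% in these data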;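 also: 0% = DMSO wells median and 100% = median of wells with control inhibitor compound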
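Material: T. brucei methionyl-tRNA synthetase, purified; reagent: substrates ATP, L-methionine and bulk Escherichia coli tRNA; dosing: 11.9 µM single point; timing: 15 min plus 2 h at 25 °C; detection: luminescence of leftover ATP; evaluation: % inhibition; control set: DMSO-only wells as low control; replicates: singlicate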
STEP inh: STEP phosphatase inhibitors, primary screen, biochemical, fluorescence intensity, uHTS; Tyrosine-protein phosphatase non-receptor type 5 (Homo sapiens), P54829; recombinant STEP, OMFP fluorogenic substrate; inhibition, % at 20 µM; hit rate 0.25% among 360,000; AID 588621, 2011;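 active = inhibition at 20 µM, scaled per plate between control wells, above about 37%, limit read from the data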;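 also: 0% = DMSO with enzyme and substrate and 100% = substrate only without enzyme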
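Assay system: isolated STEP enzyme. Buffer or medium: pH 6.0 Bis-Tris with DTT and Tween 20. Also added: fluorogenic phosphatase substrate OMFP at 25 µM final. Dosing: 20 µM, 1% DMSO. Timing: 20 min reaction, room temperature, in the dark. Measured by: fluorescence intensity, excitation 480 nm, emission 540 nm. Evaluation: normalized % inhibition.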
Scp-1 inhibitor: Scp-1 phosphatase inhibitors, primary screen, biochemical, colorimetric, uHTS; Carboxy-terminal domain RNA polymerase II polypeptide A small phosphatase 1 (Homo …; inhibition, % at 20 µM; Recombinant Scp1, phosphopeptide, malachite green phosphate absorbance; hit rate 0.88% among 340,000;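 active = inhibition above about 50% at 20 µM, limit read from the data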;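 also: plate controls were DMSO wells with enzyme for no effect and wells lacking enzyme for full effect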
Target sequence (Q9GZU7 76-261 limits assumed): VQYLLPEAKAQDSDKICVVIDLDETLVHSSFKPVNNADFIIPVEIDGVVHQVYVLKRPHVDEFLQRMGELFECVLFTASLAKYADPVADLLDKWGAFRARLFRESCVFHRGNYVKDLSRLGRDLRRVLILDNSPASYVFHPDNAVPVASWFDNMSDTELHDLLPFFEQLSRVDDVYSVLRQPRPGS
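Test system: SCP-1 phosphatase catalytic domain, residues 76-261; measured by: colorimetric phosphate reagent with accelerator and stabiliser, absorbance at 630 nm; timing: enzyme reaction 45 min at room temperature, colour 5 min, stabilisation 30 min; also added: Phosphorylated 17-residue peptide substrate; compound dosing: one concentration, 20 µM, with 1.0% DMSO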
SUMO1-SIM PPI: modulators of SUMO1 protein-protein interactions, primary screen, biochemical, uHTS | SUMO1 binding to a labelled peptide, TR-FRET, 1 h | inhibition, % at 20 µM | hit rate 0.33% among 360,000; in the data active = inhibition above about 37%
Target sequence (P63165 whole entry, looked up): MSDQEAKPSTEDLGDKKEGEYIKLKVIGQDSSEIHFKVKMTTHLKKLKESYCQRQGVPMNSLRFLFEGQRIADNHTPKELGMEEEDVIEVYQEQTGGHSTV
CendR NRP1 mod: modulators of CendR peptide binding to NRP-1, primary screen, biochemical, fluorescence polarization, uHTS; Neuropilin-1 (Homo sapiens), O14786; FAM-RPARPAR peptide binding to NRP-1; inhibition, % at 25 µM; hit rate 0.85% among 360,000;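 active = inhibition or corrected inhibition above about 18%, plus a signal ratio from 0.5 to 1.5, limit read from the data, passing the limit was not always enough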; also: strong numbers were not always called active
MsrA inh: bovine MsrA enzyme inhibitors, primary screen, biochemical, absorbance, HTS. purified bovine MsrA, absorbance read-out. AID 651718, 2012. hit rate 0.75% among 360,000. Methionine sulfoxide reductase A (Bos taurus). inhibition, % at 15.5 µM; in the data active = inhibition above about 4.5%;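 also: 0% = vehicle wells with enzyme and 100% = reference inhibitor wells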
DNMT1 block: human DNMT1 methyltransferase inhibitors, primary screen, biochemical, molecular beacon, fluorescence, HinP1I cleavage, uHTS | DNA (cytosine-5)-methyltransferase 1 (Homo sapiens), P26358 | inhibition (reported as % activation of signal), % at 10 µM | hit rate 0.83% among 360,000; in the data active = inhibition above about 50%
LMPTP block: LMPTP phosphatase inhibitors, primary screen, biochemical, fluorescence intensity, uHTS. Low molecular weight phosphotyrosine protein phosphatase (Homo sapiens), P24666. recombinant LMPTP-A, OMFP fluorogenic substrate. inhibition, % at 20 µM. hit rate 0.22% among 360,000. AID 651560, 2012;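 active = compounds that cut the enzyme signal by at least half of the control window in the single-dose screen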;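 also: plate controls were DMSO wells with enzyme plus substrate for no effect and substrate without enzyme for full effect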
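Test system: LMPTP-A phosphatase enzyme. Amount: LMPTP-A at 0.625 nM final in the reaction. Reagent: OMFP substrate, 400 µM final. Times: 50 min at room temperature. Signal: endpoint fluorescence intensity from OMFP dephosphorylation. Read-out basis: % inhibition. Benchmarks: no-enzyme and uninhibited controls.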
bovine MsrA act: bovine MsrA enzyme activators, primary screen, biochemical, absorbance, HTS | Methionine sulfoxide reductase A (Bos taurus) | purified bovine MsrA, absorbance read-out | activation, % at 10.6 µM | hit rate 0.3% among 360,000 | AID 602163, 2012; in the data active = activation above about 7.5%;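 also: 0% = vehicle and 100% = reference activator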
eLon inh: inhibitors of E. coli Lon protease, primary screen, biochemical, fluorescence polarization. P0A9M0. purified E. coli Lon protease. hit rate 0.42% among 360,000. inhibition, % at 7.94 µM; in the data active = inhibition above about 13%, passing the limit was not always enough;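 also: 0% = enzyme with probe and DMSO and 100% = no enzyme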
Target sequence (P0A9M0 whole entry, looked up): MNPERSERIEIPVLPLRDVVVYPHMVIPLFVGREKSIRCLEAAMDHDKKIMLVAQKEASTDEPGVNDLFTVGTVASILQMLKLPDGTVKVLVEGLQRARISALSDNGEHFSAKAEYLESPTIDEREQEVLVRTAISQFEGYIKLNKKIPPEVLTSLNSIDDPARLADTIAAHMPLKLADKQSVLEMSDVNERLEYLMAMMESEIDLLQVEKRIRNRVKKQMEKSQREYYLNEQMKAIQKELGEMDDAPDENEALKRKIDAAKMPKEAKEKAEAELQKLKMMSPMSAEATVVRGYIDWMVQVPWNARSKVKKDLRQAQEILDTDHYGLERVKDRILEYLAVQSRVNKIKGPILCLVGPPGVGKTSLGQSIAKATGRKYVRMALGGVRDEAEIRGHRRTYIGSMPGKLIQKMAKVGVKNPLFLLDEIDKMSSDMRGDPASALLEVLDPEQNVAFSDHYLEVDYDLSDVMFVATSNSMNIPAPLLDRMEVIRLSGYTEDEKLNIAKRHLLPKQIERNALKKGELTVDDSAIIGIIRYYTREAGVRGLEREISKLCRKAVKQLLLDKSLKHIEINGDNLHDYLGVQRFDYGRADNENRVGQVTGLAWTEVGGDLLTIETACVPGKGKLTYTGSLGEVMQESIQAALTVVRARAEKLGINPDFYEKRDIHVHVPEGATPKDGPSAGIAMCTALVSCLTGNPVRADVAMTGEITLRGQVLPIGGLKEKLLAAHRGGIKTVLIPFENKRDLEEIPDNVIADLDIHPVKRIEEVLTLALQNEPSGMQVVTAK
Starred values were filed as active, the others as inactive; / = no result given.

canonical_smiles	TbMetRS inhib	STEP inh	Scp-1 inhibitor	SUMO1-SIM PPI	CendR NRP1 mod	MsrA inh	DNMT1 block	LMPTP block	bovine MsrA act	eLon inh
c1ccn2c(Cc3nnc4ccccn34)nnc2c1	-0.6	0	-5	-7	-17	-0.2	1	0.4	-3	1
COc1ccc(CCn2c(-c3cccc([N+](=O)[O-])c3)nc3nc4ccccc4nc32)cc1	0.3	-3	1	-14	-7	1.3	0	-1.0	-5	-7
Cc1sc2ncn(CC(=O)N3CCN(c4ccccn4)CC3)c(=O)c2c1S(=O)(=O)N1CCC(C)CC1	-0.2	4	-4	2	-7	0.7	3	0.2	-8	-8
CC1CCCN(C(=O)C2CCN(CC3CC=CCC3)CC2)C1 (stereo not drawn)	-0.4	-5	-7	-1	3	-0.2	-1	-2.8	0	-3
COc1ccc(-c2csc(NC(=O)c3ccccc3F)n2)cc1	-1.1	2	-6	0	7	-0.9	-16	3.1	-2	-19
Cc1cccc(Nc2nnc(SCC(=O)c3c(N)n(C4CC4)c(=O)[nH]c3=O)s2)c1C	-0.2	0	-5	9	5	0.6	-1	-0.8	-3	8
CCOC(=O)N1CCN(C(=O)C2CCCCC2)CC1	-0.6	-22	-1	1	10	-0.8	3	-0.3	0	1
COc1cccc(NC(=O)c2c([N+](=O)[O-])cnn2C)c1	0.1	0	-2	-11	2	-0.6	-2	-1.3	-3	-10
CCOc1cc(C2NC(=O)NC(c3ccccc3)=C2C(=O)c2ccccc2)c(Br)cc1OCC(=O)O (stereo not drawn)	-0.5	2	-4	-1	14	1.9	13	-0.1	-8	3
Cc1cc([N+](=O)[O-])nn1CC(=O)N1CCc2ccccc2C1	-0.3	0	-2	-7	4	-0.3	-3	-1.1	-5	0
O=C(NC1CCCCC1)c1cc(-c2cccs2)on1	-0.5	0	-7	1	5	-0.2	0	-0.5	-2	-6
Cc1ccc2sc(N(CCCN(C)C)C(=O)c3ccc(S(=O)(=O)N4CCOCC4)cc3)nc2c1C	-0.3	2	-3	1	-15	-0.2	-4	-0.8	-2	-4
C[n+]1cccc(C(=O)NNC(=O)C23CC4CC(CC(C4)C2)C3)c1	-0.7	-1	102*	1	12	1.9	-4	-0.5	-4	-11
O=C(C(=Cc1ccccc1)c1ccccc1)c1ccccc1	-0.5	0	/	1	6	0.9	-2	3.1	-1	-9
O=C(CSc1cn(Cc2ccccc2)c2ccccc12)NCc1ccc(F)cc1	0.0	-1	-17	0	1	-0.6	-1	0.8	-2	-8
CCCCn1nnnc1SCC(=O)c1ccccc1F	-0.8	0	-1	-2	12	-0.6	-2	-0.6	-4	1
CCN(CCO)C1CC(=O)N(c2ccccc2C)C1=O (stereo not drawn)	-0.6	10	-5	2	-11	/	0	0.7	-7	1
CC(C)C(NC(=O)CN(c1ccc2c(c1)OCCO2)S(=O)(=O)c1ccccc1)C(C)C	-0.6	0	-6	-6	0	0.5	2	0.3	0	-12
CN(C)S(=O)(=O)c1cccc(-c2nnc(SCc3ccc4c(c3)OCCO4)o2)c1	-1.0	-2	-15	-2	24	1.0	-4	1.2	-5	-17
Nc1ncnc2c1ncn2[C@@H]1O[C@H](C(=O)NS(=O)(=O)c2ccccc2[N+](=O)[O-])[C@@H](O)[C@H]1O	0.9	-2	/	-1	1	-0.1	3	-1.1	-2	-10
Cc1cc(=O)oc2c(C(=O)/C=C\c3cccs3)c(O)ccc12	-1.0	5	-7	-1	-6	5.2*	2	1.9	-6	-12
CCc1ccc(NC(=O)CSc2nc3ccccc3c(=O)n2CCCC(=O)NCCCN2CCOCC2)cc1	-1.3	1	-1	-3	0	0.3	1	-0.2	-7	-5
COc1cccc(-c2cc(C(=O)N/N=C/c3cccc(OC)c3OC)c3ccccc3n2)c1	1.1	2	-4	-2	-2	1.1	-5	3.3	-2	-1
O=C(O)c1cccc(NC(=O)c2ccc(COc3ccc(Cl)cc3)cc2)c1	-0.9	-2	1	16	-6	-0.1	2	2.0	-10	1
CCCN(C(=O)c1cnccn1)c1c(N)n(Cc2ccccc2)c(=O)[nH]c1=O	0.0	-2	-5	0	-16	0.3	0	-1.0	0	-16
O=C(CSc1ccccc1)N1CCCC(N2CCN(c3ccccc3)CC2)C1 (stereo not drawn)	-0.4	-3	-4	4	2	-0.3	-2	-0.1	0	1
CCCCN1C(=N)N([C@@H](CCC)CN2CCC[C@H]2CN2C(N)=NC[C@H]2CC(C)C)C[C@H]1Cc1ccccc1	-0.7	4	-11	-19	6	-1.5	0	2.4	-4	-2
COc1cccc(C2C(C#N)=C(N)Oc3cc(N)ccc32)c1OC (stereo not drawn)	1.2	0	-8	-2	-8	-0.8	-13	0.3	-4	15
CCCCn1c(N)c(N(CCC(C)C)C(=O)Cc2ccc(S(=O)(=O)N3CCOCC3)s2)c(=O)[nH]c1=O	-0.1	-1	3	-1	-8	2.4	-3	0.3	-2	-1
Cc1cccc(C(=O)N2CCc3c([nH]c4ccccc34)C2CC(C)C)n1 (stereo not drawn)	-0.5	-1	-6	-2	4	-0.1	-1	1.3	0	0

Structures listed above shown as hits in Scp-1 inhibitor:
smiles | TbMetRS inhib | Scp-1 inhibitor | SUMO1-SIM PPI | CendR NRP1 mod | MsrA inh | DNMT1 block | LMPTP block | bovine MsrA act | eLon inh
C[n+]1cccc(C(=O)NNC(=O)C23CC4CC(CC(C4)C2)C3)c1 | -0.7 | 102* | 1 | 12 | 1.9 | -4 | -0.5 | -4 | -11

Following part
canonical_smiles	TbMetRS inhib	STEP inh	Scp-1 inhibitor	SUMO1-SIM PPI	CendR NRP1 mod	MsrA inh	DNMT1 block	LMPTP block	bovine MsrA act	eLon inh
CCCCn1c(-c2ccsc2)nc2c1c(=O)[nH]c(=O)n2CCC	0.1	3	-7	0	13	-1.0	-7	-0.3	0	-8
O=C(NCCCN1CCCC1)c1cc(Sc2ccc(F)cc2)nc2ccccc12	0.6	1	-9	-5	-4	0.3	-1	0.7	-2	2
CCCC(NC(=O)COc1cc2c(c3oc(=O)c(C)c(C)c13)CCC(C)(C)O2)C(=O)O (stereo not drawn)	-0.2	2	-10	-11	-1	1.9	1	-0.1	0	7
CCN(CC(=O)Nc1c(F)cccc1F)C(=O)CCCc1nc2ccccc2c(=O)[nH]1	-0.4	0	-4	-5	8	0.1	7	-1.4	-6	-3
CCc1ccc2[nH]c(=O)c(CN(Cc3ccc(OC)cc3)Cc3nnnn3CCOC)cc2c1	-0.2	0	0	-5	12	1.5	0	0.5	-1	-3
CCN(CC)CCNC(=O)CNC(=S)N(CCCN1CCOCC1)Cc1cccs1	1.8	2	-4	-7	11	0.9	1	-1.6	0	-8
CC(C)Oc1ccc(NC(=O)C2CCCNC2=O)cc1 (stereo not drawn)	0.0	2	0	2	-10	1.3	-1	-1.2	-1	-14
CCCOC(=O)C1=C(C)NC2=C(C(=O)C(C(=O)OC)C(C)C2)C1c1ccc(N(C)C)cc1 (stereo not drawn)	-0.8	0	-2	-6	-16	0.8	-9	-0.5	-8	-12
Cc1c(C(=O)N(C)Cc2ccccc2)oc2c(Cl)cccc12	-0.2	2	-5	8	3	-1.4	-5	3.7	-4	12
CCc1nn(CC(=O)NCCCN2CCN(C)CC2)c(=O)c2cc3occc3n12	-0.7	-4	1	-1	19	0.0	1	-2.1	-6	3
COc1cccc(-c2nc3n(n2)C(c2ccccc2Cl)C(C(N)=O)=C(C)N3)c1 (stereo not drawn)	0.1	0	-4	7	-1	-0.1	1	-1.6	0	-5
CC1Cc2ccccc2N1C(=O)CSC1=NCCS1 (stereo not drawn)	-0.5	-2	-8	-1	21	0.7	-7	-0.2	-1	2
O=C(N/C(=C/c1ccc(Br)cc1)C(=O)N1CCCC1)c1cccs1	0.1	-1	-6	-3	-6	0.3	0	0.0	-5	-4
COCCNC(=O)[C@@H]1CSC2c3ccc(OC)c(OC)c3C(=O)N21 (stereo partly drawn)	-1.0	-2	-3	1	-1	-0.4	1	-1.2	-3	-2
O=C(Nc1nnc([C@H]2C[C@H](O)[C@@H](CO)O2)s1)c1cccc(OC(F)(F)F)c1	-0.3	-1	/	3	-12	0.9	5	-0.5	-1	-11
CC(C)C[C@H]1CN(CCCC[C@H]2CNC(=O)C(=O)N2CC2CCCCC2)C(=O)C(=O)N1CC1CCCCC1	-0.5	/	/	0	-7	0.4	/	-1.1	2	3
O=c1c2ccccc2ncn1-c1cccc(Br)c1	-0.1	0	-13	-4	-6	0.1	-1	-2.0	-4	-3
COc1cc(C)ccc1OCCOc1c(C)cc(Cl)cc1Cl	0.0	0	-11	4	-5	0.4	12	1.2	-2	-5
O=S1(=O)[C@H]2C[C@@H]3C=C[C@]2(CN1Cc1ccc(C(F)(F)F)cc1)O3	-0.3	1	-10	6	18	-1.3	10	0.3	-2	-6
CS(=O)(=O)N(CC(=O)Nc1ccc(Br)cc1F)C1CCCCC1	0.8	1	-7	-2	-4	1.2	1	-0.2	-2	4
CC(C)(C)n1nnnc1C(c1cccs1)N1CCCC2(CCCCC2)C1 (stereo not drawn)	-1.0	7	-3	3	-7	0.0	6	3.3	-9	4
CCc1nnc(-n2nc(C)cc2-c2ccccc2)n1N	-1.0	-4	2	-3	2	0.6	-1	-3.1	-5	-2
COc1ccc(Nc2ncnc3sccc23)cc1	-0.7	-5	2	6	-13	-0.1	-10	2.6	-11	-10
Cc1ccc(NC(=O)CN(C)CC(=O)Nc2ccccc2C#N)cc1	0.0	0	-7	3	-13	1.0	2	-0.8	-2	0
Fc1ccccc1CSc1nnc2ccc(-c3ccncc3)nn12	-0.6	2	1	-25	-2	0.8	2	-0.5	-5	1
COc1nnc(-c2ccc(N3CCCCC3)c(N)c2)c2ccccc12	0.2	2	-3	-2	7	0.8	-5	0.8	-1	-1

High-throughput results from PubChem.
